USP30 block: blocks human USP30 ubiquitin-rhodamine cleavage. inhibition, % at 25 µM. Q70CQ3. purified USP30, Ub-rhodamine cleavage fluorescence. AID 1645860. 47,000 compounds, 5.3% hits
USP8 inh: blocks human USP8 ubiquitin-rhodamine cleavage | purified USP8, Ub-rhodamine cleavage fluorescence, 30 min | inhibition, % at 20 µM | AID 1645853 | 47,000 compounds, 4.2% hits
USP28 inh: blocks human USP28 ubiquitin-rhodamine cleavage; Q96RU2; purified USP28, Ub-rhodamine cleavage fluorescence, 30 min; inhibition, % at 25 µM; 47,000 compounds, 3% hits
USP7 block: human USP7 deubiquitinase inhibition; Q93009; purified USP7, Ub-rhodamine cleavage fluorescence; inhibition, % at 20 µM; 47,000 compounds, 0.3% hits
Target sequence (Q93009 whole entry, looked up): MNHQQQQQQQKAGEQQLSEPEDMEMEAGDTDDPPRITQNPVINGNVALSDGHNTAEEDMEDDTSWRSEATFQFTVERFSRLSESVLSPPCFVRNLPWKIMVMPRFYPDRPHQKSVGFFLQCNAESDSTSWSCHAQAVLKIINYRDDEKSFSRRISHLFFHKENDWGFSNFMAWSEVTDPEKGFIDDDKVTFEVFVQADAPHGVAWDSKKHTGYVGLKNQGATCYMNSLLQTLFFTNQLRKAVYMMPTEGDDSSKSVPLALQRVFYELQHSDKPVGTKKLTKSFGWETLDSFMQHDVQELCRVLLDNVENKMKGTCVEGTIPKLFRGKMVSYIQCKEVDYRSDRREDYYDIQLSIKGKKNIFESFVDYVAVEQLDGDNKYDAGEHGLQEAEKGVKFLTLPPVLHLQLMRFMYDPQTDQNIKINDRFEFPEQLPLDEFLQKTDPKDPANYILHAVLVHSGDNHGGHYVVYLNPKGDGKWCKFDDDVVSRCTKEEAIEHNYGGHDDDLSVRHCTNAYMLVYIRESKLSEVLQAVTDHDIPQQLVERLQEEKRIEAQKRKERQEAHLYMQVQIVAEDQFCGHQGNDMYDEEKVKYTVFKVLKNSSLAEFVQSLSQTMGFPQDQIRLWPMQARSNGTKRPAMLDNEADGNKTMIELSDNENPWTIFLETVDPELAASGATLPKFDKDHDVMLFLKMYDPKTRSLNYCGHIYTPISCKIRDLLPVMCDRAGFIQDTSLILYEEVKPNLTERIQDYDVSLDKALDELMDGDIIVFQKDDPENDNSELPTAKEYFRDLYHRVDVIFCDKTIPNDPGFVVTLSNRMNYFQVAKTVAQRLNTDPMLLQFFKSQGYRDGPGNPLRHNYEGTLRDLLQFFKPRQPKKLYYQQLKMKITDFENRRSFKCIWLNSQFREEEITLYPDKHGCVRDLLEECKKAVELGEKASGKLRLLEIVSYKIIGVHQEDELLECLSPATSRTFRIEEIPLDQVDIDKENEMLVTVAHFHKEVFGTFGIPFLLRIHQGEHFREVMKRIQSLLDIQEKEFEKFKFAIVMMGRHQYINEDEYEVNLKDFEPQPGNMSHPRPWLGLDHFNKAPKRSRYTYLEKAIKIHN
USP10 inh: blocks human USP10 ubiquitin-rhodamine cleavage; Q14694; purified USP10, Ub-rhodamine fluorescence, 60 min; inhibition, % at 20 µM; 47,000 compounds, 1.1% hits; AID 1645856
USP17 inh: inhibitors of human USP17 deubiquitinase; A8MUK1; purified USP17, Ub-rhodamine cleavage fluorescence, 3 h; inhibition, % at 50 µM; 47,000 compounds, 6.5% hits; AID 1645855
UCHL1 block: blocks human UCHL1 ubiquitin-rhodamine cleavage | P09936 | purified UCHL1, Ub-rhodamine cleavage fluorescence | inhibition, % at 20 µM | 47,000 compounds, 0.2% hits
OTUD3 inh: human OTUD3 deubiquitinase inhibition. Q5T2D3. purified OTUD3, Ub-rhodamine fluorescence, 2 h. inhibition, % at 25 µM. 47,000 compounds, 0.7% hits
* marks the source's active call; other numbers are inactive results; i = inactive; . = not tested or not shown. No stated cut-off is given here; in the data, active means inhibition above about 30%; inactive means the rest.

USP30 block,structure,USP8 inh,USP28 inh,USP7 block,USP10 inh,USP17 inh,UCHL1 block,OTUD3 inh
11,Cc1cc(C2CN(C(=O)c3c(C(C)C)noc3C)CCO2)nc(C)n1 (stereo not drawn),2,2,5,2,9,2,7
-5,COc1ccc(CNc2nc3nc(CN4CCOCC4)cc(=O)n3[nH]2)cc1,-78,-7,-2,0,-14,-2,-1
-14,Cc1cccc(C2=NC3(CCN(Cc4ccccc4F)CC3)NC2=O)c1,-158,0,1,3,-37,5,-3
24,O=C(Cn1c(COc2ccccc2)nc2ccccc21)NCC1CCCO1 (stereo not drawn),21,13,2,3,16,3,15
-18,COc1ccc(N2CCN(CCCNC(=O)c3cc(Nc4ccc(C)c(C)c4)nc4ccccc34)CC2)cc1,3,-9,9,1,-11,8,-8
13,CC(C)Cn1cnc2nc(CSc3ccccc3NC(=O)Nc3ccccc3)cc(=O)n21,14,14,2,2,15,4,11
27,Cc1ccc(C(C)C)cc1OCCOCCN1CCNCC1,-77,60*,1,-3,-11,-1,10
8,Cc1nc(N2CCN(C)CC2)cc(N2CCN(C(=O)Nc3ccccc3Cl)CC2)n1,-9,4,11,0,-3,5,4
.,CCn1c(CCc2ccc(NC(=O)c3ccccn3)cc2)nc2ccccc21,-4,.,2,2,-1,2,3
3,Cc1ccccc1NC(=O)c1nnc2c(-c3ccc(F)cc3)c(C)nn2c1C,2,-5,-2,0,-7,-4,-5
0,CCOC(=O)C1CCCN(C(=O)C(=O)c2cn(CC(=O)N3CCCCC3)c3ccccc23)C1 (stereo not drawn),80*,8,2,-4,34*,5,3
12,CCOc1ccc(NC(=O)c2ccc(-n3nc(C)cc3C)nc2)cc1,6,2,2,2,20,-2,0
30,O=C(Nc1ccc(Cl)cc1)C1C2C=CC3(O2)C1C(=O)N(CCc1ccccc1Cl)C3C(=O)NC1CCCCC1 (stereo not drawn),22,13,12,4,22,4,15
16,O=C(c1ccc(F)cc1F)N1CCC(c2nc3c(nnn3Cc3ccccc3)c(=O)[nH]2)CC1,1,3,-3,6,0,4,9
24,COc1ccc(-c2cc(C(=O)N3CCN(c4ccc(N5CCOCC5)nn4)CC3)[nH]n2)cc1,2,32*,2,3,38*,-1,16

Reprinted from the part before: 5 compounds; new compounds follow.
USP30 block,structure,USP8 inh,USP28 inh,USP7 block,USP10 inh,USP17 inh,UCHL1 block,OTUD3 inh
0,CCOC(=O)C1CCCN(C(=O)C(=O)c2cn(CC(=O)N3CCCCC3)c3ccccc23)C1 (stereo not drawn),80*,8,2,-4,34*,5,3
12,CCOc1ccc(NC(=O)c2ccc(-n3nc(C)cc3C)nc2)cc1,6,2,2,2,20,-2,0
30,O=C(Nc1ccc(Cl)cc1)C1C2C=CC3(O2)C1C(=O)N(CCc1ccccc1Cl)C3C(=O)NC1CCCCC1 (stereo not drawn),22,13,12,4,22,4,15
16,O=C(c1ccc(F)cc1F)N1CCC(c2nc3c(nnn3Cc3ccccc3)c(=O)[nH]2)CC1,1,3,-3,6,0,4,9
24,COc1ccc(-c2cc(C(=O)N3CCN(c4ccc(N5CCOCC5)nn4)CC3)[nH]n2)cc1,2,32*,2,3,38*,-1,16
7,CN(Cc1ccco1)C(=O)c1ccc2ccnc(N3CCN(c4ccc(Cl)cc4)CC3)c2c1,-14,6,0,1,1,5,-3
29,Cc1ccc(Cn2c(=O)n(CCCC(=O)NC3CCN(Cc4ccccc4)CC3)c(=O)c3ccccc32)cc1,5,10,-1,1,2,4,3
-103,N#Cc1ccsc1NC(=O)CN1CCCC1c1ccc2c(c1)OCCCO2 (stereo not drawn),-26,-30,-9,-7,-42,-8,-21
35*,CCc1ccccc1NC(=O)CSc1nnc(-c2ccccn2)n1-c1ccc(C)cc1,10,8,-4,5,2,2,21
-8,COC[C@H]1C[C@@H]2CN(S(=O)(=O)c3ccc(F)cc3)C(C)[C@H]1N2C (stereo partly drawn),0,-10,-6,2,-7,-2,-14
8,c1ccc(-c2noc(-c3ccc(N4CCCCC4)nn3)n2)cc1,0,8,5,0,24,4,6
23,CCC(C)c1ccccc1NC(=O)c1cccc(OCc2c(C)noc2C)c1 (stereo not drawn),24,27,8,4,11,5,15
20,O=C(O)CNC(=O)c1cnc2n1CC(c1cccc(C(F)(F)F)c1)CC2 (stereo not drawn),15,7,10,0,8,6,9
18,CNC(=O)c1cnn2c(C3CCCCN3C(=O)CC3CCCCC3)ccnc12 (stereo not drawn),0,5,-6,-1,7,0,7
3,Cc1ccc(-c2nnc(N3CCC(C(=O)NCc4cccnc4)CC3)o2)cc1,14,7,3,-2,10,1,11
-15,CC(C)C[C@@H](C(=O)N1CCC(C(=O)O)CC1)n1c(=O)[nH]c2ccccc2c1=O,-8,-6,-1,0,-14,-2,1
3,COc1ccc(-n2nnc(C(=O)NCCc3ccccc3)c2C2CC2)cc1,0,13,-3,4,10,1,-2
i,O=C(c1ccn(-c2ccc3ccc(-c4ccccc4)cn23)n1)N1CCOCC1,-42,-167,-58,-2,-123,-78,-155
22,Cc1nn(CC(=O)N2N=CCC2(O)C(F)(F)F)cc1[N+](=O)[O-] (stereo not drawn),25,11,-11,2,13,0,15
-3,Cn1c(=O)c(-c2nc(C(C)(C)C)cs2)cn(-c2ccccc2)c1=O,-71,-4,0,5,-9,0,-6
-52,Cc1noc2ncnc(N3CCCC(C(=O)Nc4ccc5c(c4)OCO5)C3)c12 (stereo not drawn),-11,-20,-3,-4,0,1,-13
-3,O=C(NCc1ccccc1Cl)C1CCn2c(nc3ccccc32)C1 (stereo not drawn),-1,-2,-4,-3,-12,-2,-2
-3,Cc1ncoc1C(=O)N1CCCC(c2ncc(Cc3ccccc3)o2)C1 (stereo not drawn),-6,11,-2,-3,0,0,3
-76,COCCNC(=O)c1cc(-c2csc(-c3cnccn3)n2)n2ccccc12,-64,-8,-11,-4,-40,4,-13
-48,COc1ccc(C(CNC(=O)c2cccc(S(=O)(=O)N3CCOCC3)c2)N2CCOCC2)cc1 (stereo not drawn),-23,-14,-9,-5,-28,-7,-4
-1,O=C(NCc1nnc(SCC(=O)N2CCc3ccccc32)o1)c1cccs1,-2,0,0,4,2,-2,-3
79*,Cc1ccc(C(=O)c2cn(CC(=O)Nc3ccc4c(c3)OCO4)c3ccccc3c2=O)cc1,90*,13,33*,57*,85*,7,22
6,COc1cccc(N2CCN(C(=O)c3noc4c3CCc3sccc3-4)CC2)c1,7,5,-10,12,-1,6,4
29,O=C(c1cnc2ccccc2c1)N1CCCn2nnc(COCC3CC3)c2C1,-8,3,2,2,2,1,5
-15,Cc1ccc(CNC(=O)c2ccc(-c3cncnc3)nc2)cc1,7,-1,-4,-7,9,-5,1
-200,CCOC(=O)c1cc2c(ccn2C)n1CC(=O)N(Cc1ccc(OC)cc1)c1ccc(F)cc1,17,-21,0,-10,6,-3,-31
-12,Cc1nc(-c2cccc(N3CC(C(=O)NC4CCCC4)CC3=O)c2)no1 (stereo not drawn),3,-1,-1,-2,-2,1,-9
-85,CCCCN1CC(C(=O)Nc2nnc(C(C)(C)CC)s2)CC1=O (stereo not drawn),-47,-2,-5,-8,-2,-3,-10
-30,COc1cccc(-c2cc(C(=O)NCCCN3CCOCC3)c3ccccc3n2)c1,-27,-11,-4,-3,-26,0,-15
21,Cc1nnn(C23CC4CC(CC(C(=O)NC5CCCC5)(C4)C2)C3)n1,30*,5,2,1,9,3,5
-30,CS(=O)(=O)CCSc1ncccc1C(=O)NCc1cccs1,15,2,1,0,6,1,6
-5,CC(C)(C)c1ccc(Cn2nnc3c(=O)[nH]c(C4CCN(S(=O)(=O)c5ccc6c(c5)OCCO6)CC4)nc32)cc1,7,5,16,27,-5,8,-9
-210,COc1ccc(C(=O)OC(C(=O)c2c[nH]c3ccccc23)c2ccccc2)c(OC)c1 (stereo not drawn),-13,-42,2,-3,-23,0,-39
19,COc1ccc(N2CCCn3c2nc2c3c(=O)n(C)c(=O)n2C)cc1,-2,11,3,-3,11,-3,16
8,C=C1C(=O)OC(CCCCC)C1C(=O)O (stereo not drawn),7,36*,-21,7,-36,4,3
21,O=[N+]([O-])c1ccc(NCCc2csc(-c3cccc(Cl)c3)n2)nc1,0,28,-16,12,3,7,16
-160,Cc1ccc(NC(=O)Cn2nc3cnc4ccccc4n3c2=O)cc1,0,-60,0,-4,-92,-6,-27
-72,CC(=O)N1CCc2ccccc2C1C(=O)NCc1ccc2c(c1)OCO2 (stereo not drawn),-14,-8,-41,-9,-22,-5,-7
24,Cc1ccc2c(c1)[nH]c1c(=O)n(Cc3cccnc3)cnc12,22,20,3,0,31*,1,10
0,Cc1cc(F)ccc1NC(=O)c1cccn1Cc1noc(C2CC2)n1,-5,1,-96,-5,10,1,3
-90,CCOC(=O)N1CCN(c2cc(N3CCN(C(N)=O)CC3)nc(SC)n2)CC1,-264,-47,-18,-9,-45,-10,-16
-9,Cc1cc(C)cc(NC(=O)c2c(C)oc3nc[nH]c(=O)c23)c1,9,5,5,16,33*,5,2
3,CN(C)C(=O)[C@@H]1C[C@@H]2CN(C(=O)Nc3ccccn3)CCN2[C@@]12C(=O)N(C)c1ccccc12,-1,-3,-4,2,-2,-1,-3
-8,Cn1c(=O)c(C(=O)Nc2ccc(F)cc2)cc2cccnc21,-2,-7,3,-2,4,0,-1
-3,Cc1ccc(C(=O)N2CCCC(c3nnc4ccccn34)C2)cc1C (stereo not drawn),-1,-5,0,1,-15,-4,-8

Records listed so far printed as active in USP30 block:
USP30 block,structure,USP8 inh,USP28 inh,USP7 block,USP10 inh,USP17 inh,UCHL1 block,OTUD3 inh
35*,CCc1ccccc1NC(=O)CSc1nnc(-c2ccccn2)n1-c1ccc(C)cc1,10,8,-4,5,2,2,21
79*,Cc1ccc(C(=O)c2cn(CC(=O)Nc3ccc4c(c3)OCO4)c3ccccc3c2=O)cc1,90*,13,33*,57*,85*,7,22

Following part
USP30 block,structure,USP8 inh,USP28 inh,USP7 block,USP10 inh,USP17 inh,UCHL1 block,OTUD3 inh
19,Clc1ccc(-c2cnc(Oc3ccc(Cl)c4cccnc34)nc2)cc1,10,9,1,5,15,1,6
-1,CN(Cc1cc(=O)[nH]c2ccccc12)C(=O)COc1ccccc1,-3,-10,-11,-1,-6,-4,-10
31*,O=C(c1c(F)cccc1F)N1CCN(C(=O)c2cnn3ccccc23)CC1,26,14,3,0,17,0,11
6,Cc1ccc(C(=O)N2CCOC(c3nc(C(C)(C)C)n[nH]3)C2)c(=O)[nH]1 (stereo not drawn),1,10,4,1,17,1,11
34*,Cc1cc2nc(N3CCN(C(=O)c4ccccc4)CC3)c3ccccc3n2n1,1,4,-153,1,16,2,6
22,O=C(COc1ccc(Cl)cc1)N1CCc2nc(-c3ccccc3)sc2C1,8,21,-6,11,13,7,13
10,O=C(CN=C1NS(=O)(=O)c2ccccc21)Nc1ccccc1Cc1ccccc1,-13,2,1,10,0,-4,-7
0,COc1ccc(C(=O)Nc2oc3ccccc3c(=O)c2-c2ccccc2)cc1,3,5,-7,4,8,-1,4
-13,Cc1ccc(CN2CC[C@@H]3[C@H]2C(=O)NC[C@H](CCC(=O)N2CCOCC2)N3C)cc1,12,9,2,-1,-37,3,4
-6,COc1ccc(N2CCN(C(=O)c3ncccn3)CC2)cc1,9,0,6,0,3,3,6
0,CCOc1ccc(S(=O)(=O)N(C)C)cc1-c1nc2c(C(C)(C)C)nn(C)c2c(=O)[nH]1,0,-13,2,3,2,1,7
-34,O=[N+]([O-])c1ccc(-n2ncc(-c3nnc(-c4ccco4)o3)c2C(F)(F)F)cc1,-42,-4,0,9,-6,8,-3
31*,Cc1noc(-c2cccc(=O)n2CC(=O)Nc2ccc(C)c(F)c2)n1,14,9,3,2,9,1,15
0,CC1c2cc3c(cc2CCN1S(=O)(=O)c1ccc2c(c1)OCCO2)OCCCO3 (stereo not drawn),-6,-3,1,0,-7,0,-1
11,CCCNC(=O)c1ccc(-n2nc(C)c3c2CC(C)(C)CC3=O)cc1,2,-2,2,-2,6,1,13
-32,CCC(=O)N(Cc1ccc(-c2cccc(Cl)c2)o1)C1CCS(=O)(=O)C1 (stereo not drawn),-13,-20,-14,-7,-13,-3,-16
3,Cn1cc(-c2cnc(-c3cccnc3)nc2)cc1C(=O)NC(C)(C)C,-148,0,1,1,-23,4,1
27,O=c1ccc(-c2noc(Cc3c(F)cccc3Cl)n2)c[nH]1,11,93*,-9,1,16,0,14
-22,O=C(NCC1CCCO1)c1cc(=O)[nH]c2ccc(S(=O)(=O)Nc3ccc(F)cc3)cc12 (stereo not drawn),6,-8,0,-3,2,-2,-8
